GPR151 ag: activators of human GPR151, primary screen, cell-based, PathHunter beta-arrestin, luminescence. G-protein coupled receptor 151 (Homo sapiens), Q8TDV0. PathHunter beta-arrestin GPR151 cells. activation, % at 11.2 µM. 650,000 compounds, 1% hits. AID 1508602, 2020; in the data active = activation above about 4.9%;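 note: 0% = median of compound wells and 100% = cells with positive control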
Target sequence (Q8TDV0 whole entry, looked up): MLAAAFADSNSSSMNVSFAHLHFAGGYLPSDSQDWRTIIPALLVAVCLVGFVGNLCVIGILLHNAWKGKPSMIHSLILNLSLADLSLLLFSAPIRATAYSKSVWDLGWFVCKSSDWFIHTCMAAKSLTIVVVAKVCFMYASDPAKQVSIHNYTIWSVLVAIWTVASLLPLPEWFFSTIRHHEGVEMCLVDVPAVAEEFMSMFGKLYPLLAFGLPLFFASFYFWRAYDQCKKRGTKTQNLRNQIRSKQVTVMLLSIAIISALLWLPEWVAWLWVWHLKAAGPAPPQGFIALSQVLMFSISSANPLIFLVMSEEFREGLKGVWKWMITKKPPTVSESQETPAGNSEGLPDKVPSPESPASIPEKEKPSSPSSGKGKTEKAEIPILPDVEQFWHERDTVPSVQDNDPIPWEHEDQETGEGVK
TEAD-YAP block: TEAD-YAP interaction inhibition, primary screen, TEAD-YAP interaction inhibitor project, luminescence, HEK-TIYL cells. TEAD-Gal4/YAP UAS-luciferase luminescence. inhibition, % at 9.12 µM. AID 1259422, 2018. 640,000 compounds, 1.4% hits; in the data active = inhibition above about 32%;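 note: 0% = median of test compound wells and 100% = reference inhibitor wells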
FBW7 act: FBW7 E3 ligase activators, primary screen, biochemical, AlphaScreen, human; F-box/WD repeat-containing protein 7 (Homo sapiens), Q969H0; AlphaScreen FBW7–phospho-cyclin E peptide binding, activator screen; normalized activity (activation), % at 26.1 µM; 650,000 compounds, 0.13% hits; AID 1259310, 2017; in the data active = normalized activity above about 1.9%;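 note: purified mutant Fbw7 with reduced substrate affinity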
MITF primary: MITF inhibitors, primary screen, biochemical, AlphaScreen, human; Microphthalmia-associated transcription factor (Homo sapiens), O75030; AlphaScreen MITF homodimerization, bead proximity signal; 650,000 compounds, 0.91% hits; inhibition, % at 2.6 µM; in the data active = inhibition above about 50%;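 note: 0% = vehicle wells with protein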
Target sequence (O75030 whole entry, looked up): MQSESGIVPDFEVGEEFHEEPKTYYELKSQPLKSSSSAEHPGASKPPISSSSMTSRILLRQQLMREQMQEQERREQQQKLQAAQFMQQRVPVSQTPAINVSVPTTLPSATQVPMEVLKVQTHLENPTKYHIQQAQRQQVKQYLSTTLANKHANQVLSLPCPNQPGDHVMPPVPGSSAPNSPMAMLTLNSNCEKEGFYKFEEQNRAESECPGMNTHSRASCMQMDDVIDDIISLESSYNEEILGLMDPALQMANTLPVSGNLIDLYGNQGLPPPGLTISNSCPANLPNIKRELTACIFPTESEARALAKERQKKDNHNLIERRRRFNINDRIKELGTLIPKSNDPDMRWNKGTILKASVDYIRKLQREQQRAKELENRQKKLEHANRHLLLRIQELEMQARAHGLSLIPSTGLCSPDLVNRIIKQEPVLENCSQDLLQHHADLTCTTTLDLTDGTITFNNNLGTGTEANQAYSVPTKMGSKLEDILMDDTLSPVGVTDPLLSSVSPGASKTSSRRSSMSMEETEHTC
* marks the source's active call; other numbers are inactive results.

SMILES	GPR151 ag	TEAD-YAP block	FBW7 act	MITF primary
COC(=O)c1ccc(OCC2c3cc(OC)c(OC)cc3CCN2C(=O)c2cc([N+](=O)[O-])ccc2Cl)cc1 (centres undefined)	-0.7	-14	-0.1	-5
CCc1cccc(C)c1NC(=O)COc1cc(Cl)ccc1Cl	0.4	5	0.7	0
CN(C)c1cccc(Nc2ccc(-n3cc(CC(=O)NC4CC4)c4ccccc43)nn2)c1	3.2	-21	-0.2	1
Cn1c(=O)c2c(nc(SCCCO)n2Cc2ccccc2)n(C)c1=O	0.2	10	0.2	3
CCCOc1ccccc1/C=C1/C(=O)NC(=O)N(c2ccccc2F)C1=O	1.2	-1	0.1	15
COC(=O)/C(=N/O)c1csc(N)n1	0.7	4	-1.2	27
O=[N+]([O-])c1ccc(CN2CCCCCC2)cc1	0.3	5	0.2	6
O=C(CN1CCCCC1)OCCCOC(=O)CN1CCCCC1	0.9	12	0.1	13
Cc1nc(Nc2ncc3c(n2)CC(C)CC3=O)nc2ccccc12 (centres undefined)	0.7	-11	-0.1	-7
CCCc1nc(SCC(=O)N2CCC(C)CC2)c2c(=O)n(C)c(=O)n(C)c2n1	1.8	9	-0.1	-9
O=C(CNCCc1ccccc1)Nc1ccccc1N1CCOCC1	-0.4	-11	0.1	51*
COc1cc(/C=C2/SC(=Nc3ccccc3)NC2=O)ccc1O	-0.4	0	0.1	1
Cc1ccc(-c2nnc(NCc3ccccc3)c3ccccc23)cc1S(N)(=O)=O	0.2	6	0.0	19
O=C(CSc1nccn1Cc1ccccc1)Nc1nccs1	1.7	-32	-0.2	-8
COc1cc(OC)cc(C(=O)Oc2ccc([N+](=O)[O-])cc2)c1	-1.9	-1	0.0	-14
COc1ccc(CCn2nnnc2C(C(C)C)N2CCC(C(N)=O)CC2)cc1OC (centres undefined)	0.2	9	0.1	10
COCc1ccc(-c2ccc(S(=O)(=O)C3CCNCC3)cc2)cc1	1.7	3	-0.2	4
COc1ccc(C(C[N+](=O)[O-])n2nc(C)cc2C)c(OC)c1 (centres undefined)	2.5	23	0.0	-1
CC(=O)Nc1cc(-c2ccc(Cl)cc2)nn1-c1ccccc1	1.4	-4	0.0	81*
COCCN(CCOC)C(=O)Cc1c(OC)ccc2cc(Br)ccc12	-1.0	6	0.0	12
O=C(COc1ccc(S(=O)(=O)N2CCCCC2)cc1)N1CCOCC1	-2.4	-9	0.1	-2
CCOC(=O)Cn1c(=O)oc2cc(S(=O)(=O)NCc3ccc(C)cc3)ccc21	-0.6	2	0.5	10
Cc1nc2c(C(=O)NCc3ccc(Cl)cc3)cnn2c(C)c1Cc1cccc(Br)c1	-0.1	8	-0.2	0
COC(=O)CSc1n[nH]c(CNc2cccc(C)c2)n1	-0.6	-12	0.8	4
COc1cc(OC)cc(-n2nc(C(=O)N3CCCC(C)C3)c3ccccc3c2=O)c1 (centres undefined)	1.4	2	0.1	1

Single records (already shown). Screens in order: GPR151 ag | TEAD-YAP block | FBW7 act | MITF primary
CCCc1nc(SCC(=O)N2CCC(C)CC2)c2c(=O)n(C)c(=O)n(C)c2n1 is entered as 1.8 | 9 | -0.1 | -9
COc1cc(OC)cc(C(=O)Oc2ccc([N+](=O)[O-])cc2)c1 is entered as -1.9 | -1 | 0.0 | -14
COc1cc(/C=C2/SC(=Nc3ccccc3)NC2=O)ccc1O is entered as -0.4 | 0 | 0.1 | 1
COc1ccc(C(C[N+](=O)[O-])n2nc(C)cc2C)c(OC)c1 (centres undefined) is entered as 2.5 | 23 | 0.0 | -1
CN(C)c1cccc(Nc2ccc(-n3cc(CC(=O)NC4CC4)c4ccccc43)nn2)c1 is entered as 3.2 | -21 | -0.2 | 1

More compounds:
SMILES	GPR151 ag	TEAD-YAP block	FBW7 act	MITF primary
CCOC(=O)/C(C#N)=C1/C=C(C)c2ccccc2N1	0.5	-7	0.1	10
CC(=O)Nc1cccc(NC(=O)/C(=C/c2ccccc2)c2ccccc2)c1	0.4	16	0.0	19
COc1ccc(C2=N/C(=C\c3cccc(Cl)c3Cl)C(=O)O2)c(Br)c1	0.0	-2	0.4	10
Cc1[nH]c2ccccc2c1/C=C(\C#N)S(=O)(=O)c1ccccc1	0.6	-9	0.7	9
COc1ccc2c(c1)cc(C)c1nn(CC(=O)N3CCC(C)CC3)c(=O)n12	1.6	1	-0.1	6
COCCNC(=O)c1ccc2c(=O)n(Cc3ccc4c(c3)OCO4)c(SCC(=O)NCCC3=CCCCC3)nc2c1	2.0	14	0.0	-5
CN(C)/C=C(\C#N)C(=O)c1ccccc1Oc1cccc(F)c1	-0.8	-2	0.0	-8
CC(C)c1cc(C(=O)NC(C)c2ccccc2)no1 (centres undefined)	0.8	-18	0.2	3
O=C1CCC(CCNCc2ccccn2)N1Cc1ccc(Cl)cc1 (centres undefined)	-0.9	5	-0.5	19
c1csc(CNc2nccn3c(-c4cccc5ccccc45)cnc23)c1	-0.4	7	0.6	19
CC(C(=O)N1CCc2c(nc(N3CCOCC3)[nH]c2=O)C1)c1ccccc1 (centres undefined)	0.5	-2	0.2	-6
O=C(NCCc1ccccc1)C(=O)N1CCCC1	-0.9	3	0.1	12
O=C(Nc1ccc(Br)cc1)N[C@@H]1CCN(C(=O)c2ccc3[nH]ncc3c2)C1	-0.3	9	0.2	14
COC(=O)C1(S(=O)(=O)c2cc(Br)cc3c2N(C(C)=O)CC3)CC1	-0.7	-8	0.0	19
COc1ccccc1NS(=O)(=O)c1cc(NC(=O)[C@H](C)NC(N)=O)ccc1C	-1.3	1	0.0	-2
Cc1ccc(NC(=O)Nc2cnc3ccccc3c2)cc1	-0.3	-61	0.0	4
O=C(NCc1ccc2c(c1)OCO2)C(=O)Nc1ccc([N+](=O)[O-])cc1	-1.5	-2	0.0	-20
Cc1ccc2c(c1)-c1c(cnn1CC(=O)N1CCCCC1)CO2	0.2	12	0.0	-2
COC(=O)C1=CN(CC2CCCO2)C=C(C(=O)OC)C1c1ccc(C(=O)OC)cc1 (centres undefined)	0.8	6	0.1	-3
CCC(=O)Nc1cccc(NC(=S)NC(=O)c2ccc(F)cc2)c1	-1.1	-57	-0.1	-5
O=C(CSc1ccc(-c2ccco2)nn1)Nc1ccccc1Cl	-3.9	-13	-0.1	13
Cc1ccc(NC(=O)c2cnc3scc(C)n3c2=O)cc1	0.1	-35	-0.1	0
COc1ccc(OC)c(/C=C2\SC(=S)NC2=O)c1	-2.2	0	0.0	1
COCCNc1c(-c2ccc(OC)c(CO)c2)nc2cnccn12	0.5	-1	-0.1	9
CCN1CCN(CC(=O)c2ccc3cc[nH]c3c2)CC1	0.0	4	-0.1	4

The closing two records of the part above lead into the next:
SMILES	GPR151 ag	TEAD-YAP block	FBW7 act	MITF primary
COCCNc1c(-c2ccc(OC)c(CO)c2)nc2cnccn12	0.5	-1	-0.1	9
CCN1CCN(CC(=O)c2ccc3cc[nH]c3c2)CC1	0.0	4	-0.1	4
CCNC(=O)c1c(NC(=O)c2ccccc2C)sc2c1CCC(C(C)(C)C)C2 (centres undefined)	0.9	17	0.1	10
CC(C)(C)C1=NN(CC(=O)N2CCN(CC(N)=O)CC2)C(=O)c2cc3ccccc3n2C1	-0.1	-2	0.0	6
CC1Cn2cc(C(=O)N3CCN(c4ccc(F)cc4)CC3)c(=O)c3c(Cl)ccc(c32)O1 (centres undefined)	0.6	0	-0.2	9
Cc1c(CNCCCc2ccccc2)c(C(=O)O)c(C)n1Cc1ccc(F)cc1Cl	-0.7	16	-0.1	10
COc1cc(-c2[nH]nc3c2C(c2ccncc2)C(C#N)=C(N)O3)cc(OC)c1OC (centres undefined)	-0.1	-1	0.1	17
COCCn1nnnc1C(C(C)C)N1CCSCC1 (centres undefined)	0.4	5	0.2	59*
CCOC(=O)C1=C(N)N(c2ccc(OC)cc2)C2=C(C(=O)CC(C)(C)C2)C1c1ccc(Br)cc1 (centres undefined)	-0.6	4	-0.1	2
O=C(Cn1ccc2ccccc21)N1CCn2c1nc1ccccc12	-0.3	7	0.1	9
COc1ccc(N2C(=O)/C(=C/c3cn(Cc4ccccc4)c4ccccc34)NC2=S)cc1	-2.0	10	0.3	11
CCCOc1ccc(/C=N/NC(=S)NCCOC)c(OCCC)c1	-0.1	-3	0.1	6
O=C(COC(=O)c1ccc([N+](=O)[O-])cc1Cl)Nc1ncc(C(F)(F)F)cc1Cl	0.2	0	-0.1	0
O=C(O)c1cc2c3c(c1)C1C=CCC1C(c1ccc(Cl)cc1)N3CCC2c1ccccc1 (centres undefined)	-0.3	-7	0.7	18
NC(=O)c1ccccc1NC(=O)Nc1ccc(Cl)c(Cl)c1	-0.3	-63	0.0	-5
CCOC(=O)C1=C(C)N=c2s/c(=C\c3ccc(OCC(C)C)c(OC)c3)c(=O)n2C1c1ccccc1OC(C)C (centres undefined)	1.2	-7	-0.2	0
Cc1ccsc1/C=C1N=C(/C=C/c2ccc(Cl)cc2Cl)OC\1=O	0.2	-6	0.3	7
COc1cccc(-n2c(=S)sc3c(=O)n(-c4ccccc4OC)c(=S)[nH]c32)c1	1.3	10	-0.1	-5
CC(C)(C)C1CCc2c(sc(NC(=O)c3cccc(F)c3)c2C(N)=O)C1 (centres undefined)	-1.0	0	0.0	1
Cc1cc(NC(=O)CS(=O)(=O)c2ccc(Cl)cc2)no1	-1.4	10	0.0	2
CCOC(=O)c1sc2nc(SCC#N)n(Cc3ccc(OC)cc3)c(=O)c2c1C	0.0	-9	0.3	15
Cc1ccc(CN2CCc3nnc(C(NS(C)(=O)=O)C(C)C)n3CC2)c(C)c1 (centres undefined)	3.2	5	0.0	7
COc1ccc(N2CCN(C3CCCN(Cc4ccccn4)C3)CC2)cc1 (centres undefined)	-0.5	-2	0.0	-1
CCOC(=O)CN1N=NC2C(=O)N(c3ccccc3)C(=O)C21 (centres undefined)	-1.0	-8	0.0	6
O=C(NN=C1CCCC1)c1ccc(O)cc1	0.7	-25	-0.1	20
S=c1[nH]nc(-c2cccs2)n1-c1ccc2c(c1)OCCO2	-0.6	3	-0.1	-4
O=C(N=NC(=O)c1ccc2c(O)n(C3CCCCC3)c(O)c2c1)c1cccnc1	-0.8	3	-0.2	10
SMILES	GPR151 ag	TEAD-YAP block	FBW7 act	MITF primary
C=CCn1c(=O)c2c3c(sc2n2c(Nc4ccc(OC)cc4)nnc12)CCC3	2.6	-1	-0.1	-19
CCOC(=O)c1ccccc1NC(=O)c1cccc(NC(=O)c2ccccc2)c1	0.2	-4	-0.3	-5
C=CCN1CCN(C(c2ccccc2OC)c2nnnn2Cc2ccc(F)cc2)CC1 (centres undefined)	0.0	4	-0.2	-3
CN(CCO)c1nc(-c2cccs2)nc2ccccc12	0.8	0	0.0	-5
CCC1(C(=O)OC)NC(c2ccc(F)cc2)C2C(=O)N(C)C(=O)C21 (centres undefined)	1.7	-5	0.0	8
CCOc1ccc(C2c3[nH]c4ccccc4c3CCN2C(=O)CCCN2CCCC2=O)cc1 (centres undefined)	-1.4	-2	-0.1	9
Cc1ccc(CSCC2Nc3ccc(C(=O)NCCCN4CCOCC4)cc3NC2=O)cc1 (centres undefined)	2.3	14	0.2	3
Cc1cc(C)cc(C(=O)Nc2c3c(nn2-c2cccc(C)c2C)CS(=O)(=O)C3)c1	-0.8	0	0.3	19
Cc1ccc(Cn2nnc3c(=O)[nH]c(C4CCN(C(=O)c5ccco5)CC4)nc32)cc1	0.9	7	0.2	24
C=CCOc1ccc(/C=N/NC(=O)C(=O)Nc2cccc(Cl)c2)cc1OCC	-0.7	-4	-0.1	4
Cc1cccn2c(=O)c3cc(C(=O)N4CCN(c5ccccc5F)CC4)n(C)c3nc12	2.4	2	-0.1	0
CCC(C)NC(=O)Cn1c(=O)[nH]c2ccccc2c1=O (centres undefined)	1.5	1	0.2	-3
COC(=O)c1sccc1NC(=S)N1CCN(c2ccccn2)CC1	1.2	1	-0.2	11
COc1ccc(N2CCN(C(=O)c3cn(C)c(=O)c4c3c3ccccc3n4C)CC2)cc1	0.9	3	0.0	-14
CCOC(=O)C(C#N)C(c1ccccc1)C1CCOC(C)(C)C1 (centres undefined)	-0.3	1	-0.1	-15
CCc1ccc(/C=N\NC(=O)c2cnccn2)cc1	-0.7	-50	0.2	15
COC(CNC(=O)c1ccc(CNS(=O)(=O)c2ccc(C)cc2)cc1)OC	-0.9	-5	0.5	-2
CCOC(=O)c1oc2ccc(Br)cc2c1C	1.3	-7	-0.1	-1
N#C/C(=C/c1ccc[nH]1)c1ccc2c(c1)OCO2	0.3	-33	-0.2	-3
CSc1nnc2c(n1)OC(c1cc(O)c(O)c(Br)c1)Nc1ccccc1-2 (centres undefined)	0.7	-6	-0.4	7
O=C(O)CCN1C(=O)C2C3c4ccccc4C(c4ccccc43)C2C1=O (centres undefined)	-0.5	-3	0.0	-16

Screening results as filed in PubChem BioAssay.
